High-throughput results as filed in PubChem BioAssay.
M4 PAM: positive allosteric modulators of human muscarinic M4 receptor; AID 624126; activation, % at 3 µM; CHO-K1 hM4/Gqi5, Fluo-8 calcium fluorescence, ACh EC20; 0% = ACh EC20, 100% = maximal ACh; P08173; 0.4% of 360,000 active;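 active = activation above its plate's cutoff, the mean activation of sample wells plus 3 SD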; also: some results filed as inactive read as strong as hits
Target sequence (P08173 whole entry, looked up): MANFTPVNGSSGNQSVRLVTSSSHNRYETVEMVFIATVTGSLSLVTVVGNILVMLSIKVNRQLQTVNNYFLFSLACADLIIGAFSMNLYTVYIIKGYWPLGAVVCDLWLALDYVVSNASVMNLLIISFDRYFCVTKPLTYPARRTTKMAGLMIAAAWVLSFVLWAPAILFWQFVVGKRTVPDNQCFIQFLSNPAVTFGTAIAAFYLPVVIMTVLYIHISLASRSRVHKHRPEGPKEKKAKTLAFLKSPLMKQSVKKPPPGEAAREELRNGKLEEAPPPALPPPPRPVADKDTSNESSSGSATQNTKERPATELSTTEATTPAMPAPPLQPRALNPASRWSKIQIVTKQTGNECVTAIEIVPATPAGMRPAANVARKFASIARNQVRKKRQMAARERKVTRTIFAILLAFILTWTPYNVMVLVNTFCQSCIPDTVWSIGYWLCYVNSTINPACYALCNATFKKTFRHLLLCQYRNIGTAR
PHOSPHO1 block: PHOSPHO1 (human) inhibition; recombinant PHOSPHO1, absorbance phosphatase assay; Q8TCT1; inhibition, % at 13.3 µM; 1.1% of 290,000 active; AID 1565; in the data active = inhibition above about 60%
Target sequence (Q8TCT1 whole entry, looked up): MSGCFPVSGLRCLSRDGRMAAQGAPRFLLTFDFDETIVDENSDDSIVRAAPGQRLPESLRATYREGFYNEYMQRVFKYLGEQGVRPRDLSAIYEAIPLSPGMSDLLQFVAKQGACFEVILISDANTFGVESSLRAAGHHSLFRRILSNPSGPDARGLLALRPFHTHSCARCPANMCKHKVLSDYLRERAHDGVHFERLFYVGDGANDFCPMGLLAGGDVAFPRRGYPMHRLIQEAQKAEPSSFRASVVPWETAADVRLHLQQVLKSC
GalR3 antag: blocks the human galanin receptor 3; O60755; HEK293 GalR3-CNG cAMP membrane potential fluorescence; galR3 body fused to GalR1 C-terminus; inhibition, % at 3 µM; 0.44% of 360,000 active;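 active = inhibition above the screen-wide average plus 3 SD, cut at about 13% in these data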;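 also: forskolin and galanin both at EC90 stimulate the cells; cAMP rise reported by CNG channel membrane potential dye signal; 0% = forskolin plus galanin with DMSO and 100% = forskolin alone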
Target sequence (O60755 1-299 limits assumed): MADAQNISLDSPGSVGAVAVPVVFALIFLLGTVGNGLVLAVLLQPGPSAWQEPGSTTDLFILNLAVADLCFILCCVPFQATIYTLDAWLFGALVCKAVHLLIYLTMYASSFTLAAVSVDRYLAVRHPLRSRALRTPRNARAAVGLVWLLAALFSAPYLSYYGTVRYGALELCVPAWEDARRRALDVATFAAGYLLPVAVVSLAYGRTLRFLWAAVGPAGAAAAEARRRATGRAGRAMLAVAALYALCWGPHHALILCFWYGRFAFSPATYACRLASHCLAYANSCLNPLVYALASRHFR
IDE inh: inhibits human insulin-degrading enzyme in HEK cells. P14735. AID 434962. FAbetaB cleavage, fluorescence polarization. 0.41% of 320,000 active. inhibition, % at 5.59 µM;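 active = percent inhibition above the average of all tested compounds plus 3 SD, set per screening campaign, cut at about 16% in these data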;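 also: IDE supplied by intact live HEK cells; FP after avidin binding of uncleaved biotin substrate so inhibition keeps polarization high; 0% = DMSO wells and 100% = 60 µM reference IDE inhibitor Ii1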
pCIP destab: compounds decreasing mouse p/CIP protein stability; Q05BA5; F442A p/CIP-EGFP cells, EGFP fluorescence, 16 h; decrease of EGFP signal, % at 10 µM; 0.01% of 290,000 active; AID 1984;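 active = EGFP signal decrease of at least 30% at 10 µM or well 3 SD below plate mean, unless failing retest; inactive = the rest, including hits failing retest or dose response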; also: some compounds called inactive have numbers as strong as hits; many of its hits are not listed in these tables
CRFBP-R2 agonist: agonists of human CRF-binding protein/CRF-R2 receptor complex; HEK293 CRF-R2/CRF-BP, calcium dye fluorescence (FLIPR); percent of saturating CRF peptide response; activation, % at 13.2 µM; 0.46% of 350,000 active;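 active = activation of at least 50%, plus an integration ratio under a set limit after plate pattern correction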;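 also: plate controls were neutral control wells without compound for no effect and CRF at EC100 for full effect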
CRFR2-BP antag: CRF-BP/CRF-R2 complex antagonism. inhibition, % at 11.8 µM. 0.59% of 350,000 active. HEK293 CRF-R2/CRF-BP, CRF-induced calcium fluorescence. AID 588475;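 active = inhibition of the ligand-induced calcium signal above about 50% at the single tested concentration, limit read from the data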
MEKK3 PB1 HTS: modulators (inhibitors or enhancers) of MEK5 binding to human MEKK3 PB1 domain; Q99759; bead-based flow cytometry, Alexa488-MEK5 binding to MEKK3; actives lie on both sides; 0 = blocked by unlabeled MEK5, 100 = vehicle; binding response (% of control), % at 10 µM; 1.4% of 290,000 active; AID 1529;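 active = binding response more than 3 SD above or below the average of its plate-row segment, actives on both sides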;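 also: Alexa488 bead fluorescence after subtracting the streptavidin-only scavenger bead signal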
IDE cell activ: IDE (human) activation, cell-based. activation, % at 5.96 µM. P14735. 0.073% of 340,000 active. HEK cells, FAbeta-B cleavage, fluorescence polarization; 0% vehicle, 100% cell-free pure enzyme wells;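 active = activation above the mean of all tested compounds plus 3 SD, set per screening campaign, cut at about 17% in these data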
Starred values were filed as active, the others as inactive; i = inactive; . = not tested or not shown.

SMILES	M4 PAM	PHOSPHO1 block	GalR3 antag	IDE inh	pCIP destab	CRFBP-R2 agonist	CRFR2-BP antag	MEKK3 PB1 HTS	IDE cell activ
CCOc1nc2c(c(=O)n(C)c(=O)n2C)n1Cc1ccccc1Cl	10	-12	-4	-1	-14	-1.9	5	75	-1
CSc1ccccc1OCc1cc(C(=O)NC(C)CCn2cccn2)no1 (stereo unspecified)	5	42	-2	-2	-1	-4.6	2	98	4
CCc1nc(CN2CCN(Cc3ccc(F)c(F)c3)C(CCO)C2)c(C)[nH]1 (stereo unspecified)	-5	18	1	-1	-2	-0.8	1	102	1
COc1ccc(C(=O)Nc2nc(C)cc(C)n2)cc1	3	10	5	-4	-5	-0.6	-4	99	4
COc1nc(NCCc2ccc(OC)c(OC)c2)nc(NC(C)(C)CO)n1	-4	18	-1	-3	3	-0.4	-8	105	1
CCC(Cc1ccccc1)OC(=O)c1ccccc1C(=O)O (stereo unspecified)	4	.	-1	.	.	-0.3	7	.	3
Cc1c(NC(=O)c2ccc(NS(=O)(=O)c3ccccc3)cc2)c(=O)n(-c2ccccc2)n1C	3	.	-3	3	5	-1.0	-11	105	0
CCN(CC(=O)Nc1cc(Cl)ccc1C)C(=O)COc1cccc2c1OC(C)(C)C2	-5	-10	-2	-3	-12	-0.3	-17	101	3
N#CCCN(C(=O)c1ccc2c(=O)n3c(nc2c1)CCCCC3)c1ccccc1	2	64*	-6	-7	11	-0.1	1	100	3
O=C(CN1CCCCC1)Nc1ccc(F)c(Cl)c1	-1	3	-5	4	-16	-1.9	14	106	2
Cc1ccc2c(c1)N(CC(=O)NC(C)CCc1ccccc1)C(=O)c1cccnc1O2 (stereo unspecified)	-4	12	4	-1	-2	-1.6	2	102	-1
Cc1c(N2C(=O)CSC2c2ccco2)c(=O)n(-c2ccccc2)n1C (stereo unspecified)	8	20	-5	4	-2	2.0	14	98	3
COc1ccc(C2C(C(=O)N3CCOCC3)=C(C)NC3=C2C(=O)CC(C)(C)C3)cc1O (stereo unspecified)	9	-14	-6	2	-14	0.0	-13	100	-3
Cc1cnc(C(=O)N2CCN(S(=O)(=O)c3ccc(F)c(F)c3F)CC2)cn1	0	.	-3	2	.	0.0	4	.	-1
COc1ccccc1NS(=O)(=O)c1ccc(NC(=O)Cc2cccs2)cc1	-7	-10	-2	2	-9	-1.1	-30	91	3
CCOC(=O)CN(C)Cc1cn[nH]c1-c1ccc2cc(OC)ccc2c1	-7	45	-8	1	-6	0.2	-18	105	3
CCOC(=O)C1CCCN(C(=O)C2CCC(CNS(=O)(=O)c3ccc(NC(C)=O)cc3)CC2)C1 (stereo unspecified)	8	44	2	5	-9	-1.0	0	103	-6
CC1(C)CC(=O)CC(=O)/C1=N\Nc1c(Cl)cc(Cl)cc1Cl	6	1	-6	1	-10	1.6	-7	104	0
Cc1cc(=O)oc(C)c1C(=O)N1CCN(C)CC1	3	9	-7	-2	-1	1.0	16	107	5
COc1ccc2c(CC(=O)Nc3cccc(S(=O)(=O)N4CCOCC4)c3)coc2c1	-1	2	1	5	-4	-0.9	-7	101	4
COC(=O)c1ccsc1NC(=O)CSc1nnnn1-c1ccccc1SC	-9	21	-8	4	4	1.9	17	102	-9
CC(=O)Nc1nnc(S(=O)(=O)N2CCN(c3ccc([N+](=O)[O-])cc3Cl)CC2)s1	-4	38	-8	-9	-21	-1.3	-12	99	-4
COc1ccc(C=CC(=O)c2ccc(OC)c(OC)c2O)cc1OC	1	.	-3	.	.	-4.1	-16	.	0
Brc1ccccc1-n1nnc(-c2cnc3ccccc3c2)n1	-1	.	-7	-1	.	-0.3	2	101	-1
COc1cc(C(=O)OCC(=O)N(C)C)cc(NC(=O)c2ccco2)c1OC	5	18	-3	-4	-1	-0.6	21	102	1

Full records, quoted from the list. Order of screens: M4 PAM	PHOSPHO1 block	GalR3 antag	IDE inh	pCIP destab	CRFBP-R2 agonist	CRFR2-BP antag	MEKK3 PB1 HTS	IDE cell activ
COc1ccc(C2C(C(=O)N3CCOCC3)=C(C)NC3=C2C(=O)CC(C)(C)C3)cc1O (stereo unspecified) reads 9	-14	-6	2	-14	0.0	-13	100	-3
COc1ccc(C(=O)Nc2nc(C)cc(C)n2)cc1 reads 3	10	5	-4	-5	-0.6	-4	99	4
Cc1c(N2C(=O)CSC2c2ccco2)c(=O)n(-c2ccccc2)n1C (stereo unspecified) reads 8	20	-5	4	-2	2.0	14	98	3
Cc1ccc2c(c1)N(CC(=O)NC(C)CCc1ccccc1)C(=O)c1cccnc1O2 (stereo unspecified) reads -4	12	4	-1	-2	-1.6	2	102	-1

Next part
SMILES	M4 PAM	PHOSPHO1 block	GalR3 antag	IDE inh	pCIP destab	CRFBP-R2 agonist	CRFR2-BP antag	MEKK3 PB1 HTS	IDE cell activ
Cc1noc(C)c1COC(=O)c1cccnc1Cl	8	32	2	0	-2	0.4	0	104	10
CC(OC(=O)C1=COCCO1)C(=O)Nc1ccc(Cl)cn1 (stereo unspecified)	2	.	-5	-3	.	1.5	-8	.	-1
C/C(=N/NC(=O)c1cccc(N2CCCC2=O)c1)c1ccncc1	5	17	-3	-1	-9	-2.0	-12	102	4
O=C(NCc1ccccc1)c1nncc(-c2ccccc2)n1	5	.	-5	-2	.	-1.2	10	.	6
O=[N+]([O-])c1ccccc1CCc1ccccc1[N+](=O)[O-]	0	.	-5	.	.	0.3	3	.	2
CC(=O)c1ccc(S(=O)(=O)NCCc2cn3ccc(C)cc3n2)cc1	-1	4	-2	4	-20	-1.9	4	100	-2
O=C(Nc1ccc(O)c(-c2nc3ccccc3o2)c1)C1(c2ccc([N+](=O)[O-])cc2)CCCC1	6	3	-1	-10	2	-0.1	-78	100	5
CNS(=O)(=O)c1cn(CC(=O)NCc2ccccc2OC)cc1S(=O)(=O)NC	2	5	-3	1	4	0.1	-21	101	2
O=C(NCC(=O)N(CCc1ccccc1)C(C(=O)NC1CCCC1)c1cccnc1)c1ccco1 (stereo unspecified)	0	0	.	0	-12	-1.5	-9	.	6
O=C(Nc1cccc(Cl)c1)Nc1nnc(CSCCOc2ccc(Cl)cc2)s1	1	-5	-5	1	-16	20	-44	72	2
O=C(Cn1[nH]c(=O)c2ccccc2c1=O)OCC(=O)N(Cc1ccccc1)Cc1ccccc1	-18	1	-4	7	8	1.3	-17	100	1
COCCCn1c(=O)c2ccccc2n(CC(=O)N2CCCc3ccccc32)c1=O	5	16	-3	3	5	-0.8	5	105	-2
CCC(CC)NC(=O)Nc1ccc(F)c(Cl)c1	-7	28	2	6	-10	18	30	58	5
CCCCOc1ccc(C(=O)N(Cc2ccco2)C2CCS(=O)(=O)C2)cc1 (stereo unspecified)	3	10	.	1	-8	-1.8	2	102	2
CCCCN(C(=O)c1ccc(S(=O)(=O)N(C)C)cc1)c1ccccc1	-2	24	-6	2	-6	-5.5	10	82	4
CCC1(C)Cc2c(sc3nc4n(c(=O)c23)CCCS4)CO1 (stereo unspecified)	-2	.	1	-10	.	-3.6	10	106	-1
CCN1/C(=C/C=C/c2oc3ccc(-c4ccccc4)cc3[n+]2CC)Oc2ccc(-c3ccccc3)cc21	-3	24	1	-9	i	227*	-171	.	2
CCCCC1OC23CCCCC2C(C#N)(C#N)C1(C#N)C(=N)O3 (stereo unspecified)	10	0	1	7	-8	3.7	-12	107	6
O=C(NNC(=S)NC(=O)c1cccnc1)c1ccc(F)cc1	2	85*	-4	5	7	-2.6	3	95	4
COC(=O)c1ccc2c(=O)[nH]c(CCl)nc2c1	7	6	-4	-6	-29	-2.8	16	90	-7
Cc1cc(C(=O)NCC(c2ccco2)N(C)C)no1 (stereo unspecified)	-4	-3	-1	0	-5	1.7	-7	98	1
CCOC(=O)c1ccc(S(=O)(=O)N2CCN(C(=O)c3ccccn3)CC2)cc1	-2	.	2	3	.	0.4	4	.	2
COc1ccc2nc(NC(=O)c3cccc(OCc4c(C)noc4C)c3)sc2c1	-5	-2	-7	2	-22	3.7	6	.	5
COc1ccc(-c2noc(CNC(=O)c3ccc4c(c3)OCO4)n2)cc1	-2	22	-6	0	-10	0.2	5	100	2
CCOC(=O)C1CCCN(c2c(NCCN(C)Cc3ccccc3)c(=O)c2=O)C1 (stereo unspecified)	-5	-12	-2	0	-1	3.3	-4	109	10

(more compounds)
SMILES	M4 PAM	PHOSPHO1 block	GalR3 antag	IDE inh	pCIP destab	CRFBP-R2 agonist	CRFR2-BP antag	MEKK3 PB1 HTS	IDE cell activ
CCOC(=O)C1=C(N)n2c(s/c(=C/c3ccco3)c2=O)=C(C(=O)OC)C1c1ccco1 (stereo unspecified)	-1	-22	-6	9	-13	2.9	19	104	6
NCCCNC(=O)Cn1c(=O)c2c3c(sc2n(Cc2ccccc2)c1=O)CCCC3	-2	.	-3	.	-12	-0.8	-4	102	-2
O=C(NCc1ccco1)c1ccc(=O)oc1	11	-12	-1	6	-10	2.9	17	104	4
COc1cc(CC(=O)OCC(=O)c2ccc(F)cc2)cc(OC)c1OC	3	.	4	8	.	-0.3	-8	.	2
O=C(COc1ccccc1Cl)NCc1ccncc1	2	-2	-3	4	-11	0.8	-7	103	-2
O=C(NC1CCCCCCC1)c1cccc(Cl)c1	-4	10	-15	2	3	-14	2	104	4
O=C(OC(C(=O)NCc1cccs1)c1ccccn1)c1cccs1 (stereo unspecified)	8	-3	2	5	1	1.0	-12	101	4
CCOC(=O)C1CCCN(C(=O)c2cccc(S(=O)(=O)N3CCOCC3)c2)C1 (stereo unspecified)	1	32	3	1	-3	4.5	-11	100	6
O=C(O)CCn1cc(-c2ccc(Cl)cc2)nc1-c1ccncc1	7	.	-6	4	.	-1.8	-1	.	4
COc1ccc(C2C3=C(Nc4ncnn42)c2ccccc2CCC3)cc1 (stereo unspecified)	8	7	1	1	-8	0.0	-4	.	2
COc1cccc(C2=CC(=O)C[C@H](c3ccc(F)cc3)C2)c1	-4	.	-5	10	.	1.7	4	.	3
COc1ccccc1NC(=O)C(C)OC(=O)/C=C/c1ccc2ccccc2n1 (stereo unspecified)	2	.	-3	1	.	0.1	-2	.	-1
O=C(NCC(=O)N1CCN(S(=O)(=O)c2ccccc2)CC1)c1ccc2ccccc2c1	9	.	0	-2	.	-0.6	2	.	0
COc1ccc(C(=O)N/C(=C\c2ccc3c(c2)OCO3)C(=O)Nc2cccc(C(=O)O)c2)cc1	5	43	-4	0	-12	-0.3	6	98	7
Fc1cccc(Cl)c1CNn1cn[nH]c1=S	2	-54	-5	5	-3	-1.8	-1	98	-2
O=C1NC(=O)C2C1C(c1ccc([N+](=O)[O-])cc1)=NN2Cc1ccccc1 (stereo unspecified)	-8	20	5	6	-16	24	-32	100	-1
Cc1cc2c(c(N3CCOCC3)n1)C(=O)OC2	15	7	-6	1	-13	-1.1	6	100	7
Oc1ccc(N=Nc2ccc3c(c2)OCO3)c2ccccc12	.	2	.	1	-9	.	.	102	.
Cc1cc(C)nc(NC(=O)Nc2ccc(F)cc2F)n1	4	18	-3	.	-7	-0.8	-7	105	3
C=CCNC(=S)N1CCC(C(=O)c2ccc(OC)cc2)CC1	5	4	-2	1	-15	-0.1	-8	90	-5
Fc1ccc(-c2ccnc3nc(N4CCN(c5ccccc5)CC4)nn23)cc1	7	36	-6	7	-14	0.2	10	88	7
CC1=CC(=C(C#N)c2nc3ccccc3s2)C=C(C)N1c1ccc(F)cc1	1	12	-6	-4	2	34	-42	103	-6
N#Cc1c2ccc(OCC(N)=O)cc2n2ccccc12	-2	46	-5	-7	-8	35	-10	102	0
O=C(N[C@@H](Cc1c[nH]c2ccccc12)C(=O)O)c1ccc(Cl)cc1	-3	-170	4	5	-7	4.1	-4	100	5
COc1ccc(CNC(=O)CCc2nnc3ccc(NCCCN4CCCC4=O)nn23)cc1	6	28	0	0	-23	0.2	0	101	1
